GCN5L2 inh – GCN5L2 (KAT2A) acetyltransferase inhibition; AID 504327; Potency, µM (doses to about 58.9 µM), for the others: at the highest dose activity change, negative = inhibition, most hits filed as inhibitors; Q92830; GCN5L2 HAT assay, ThioGlo1 CoA-SH fluorescence; hit rate 0.21% among 390,000
Target sequence (Q92830 whole entry, looked up): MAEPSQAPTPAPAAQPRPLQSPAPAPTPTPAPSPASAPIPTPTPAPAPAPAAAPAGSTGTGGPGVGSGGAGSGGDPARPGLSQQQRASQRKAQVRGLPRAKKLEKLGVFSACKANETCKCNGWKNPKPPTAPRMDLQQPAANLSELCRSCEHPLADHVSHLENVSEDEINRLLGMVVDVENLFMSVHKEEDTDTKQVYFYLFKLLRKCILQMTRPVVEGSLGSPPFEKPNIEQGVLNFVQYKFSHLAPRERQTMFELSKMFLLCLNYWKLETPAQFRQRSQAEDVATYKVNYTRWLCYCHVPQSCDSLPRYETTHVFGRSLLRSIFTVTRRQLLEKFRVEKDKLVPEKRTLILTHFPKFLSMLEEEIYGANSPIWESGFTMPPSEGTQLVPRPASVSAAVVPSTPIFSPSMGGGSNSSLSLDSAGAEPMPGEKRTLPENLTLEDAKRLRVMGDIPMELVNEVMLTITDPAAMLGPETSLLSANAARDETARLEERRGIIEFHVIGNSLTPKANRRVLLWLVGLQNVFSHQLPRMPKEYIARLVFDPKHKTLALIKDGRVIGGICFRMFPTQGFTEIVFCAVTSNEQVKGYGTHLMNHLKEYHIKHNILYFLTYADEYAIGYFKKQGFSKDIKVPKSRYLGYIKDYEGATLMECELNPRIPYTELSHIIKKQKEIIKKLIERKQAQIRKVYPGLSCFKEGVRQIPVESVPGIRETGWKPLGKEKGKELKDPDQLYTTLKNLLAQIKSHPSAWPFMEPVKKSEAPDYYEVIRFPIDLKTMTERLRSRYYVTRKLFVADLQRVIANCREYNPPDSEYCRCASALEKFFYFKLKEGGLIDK
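Fluorescence readout, Ex340nm/Em540nm: ThioGlo1 (50uM final) reacts with free CoA thiol released as 20nM GCN5L2 acetylates H3(1-25) peptide (75uM) using acetyl-CoA (70uM). Compound and enzyme sat 15 min beforehand; 20 min room-temperature reaction.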
FEN1 inhibitor – inhibitors of human flap endonuclease 1. P39748. Recombinant FEN1 flap cleavage, fluorescence, 15 min. Potency, µM (doses to about 114 µM), inactives show at the highest dose activity change, negative = inhibition, actives largely listed as inhibitors. hit rate 0.35% among 390,000. AID 588795; further: nearly all actives have a fitted effect of over 65% in size
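In this screen, 50 nM flap DNA substrate was added to 10 nM FEN1 pretreated with compound for 15 min at room temperature; cleavage was followed with reads at 0 and 15 min, and Hill fitting gave concentration–response parameters.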
DT40 TDP1 CPT – DT40-hTDP1 cell growth loss with CPT | chicken DT40 Tdp1-/-;hTDP1 cells + 20 nM CPT, ATP luminescence, 48 h | Potency, µM (titrated, usually from 46.2 µM), without a hit: at the top dose activity change, negative = growth inhibition, usual class: inhibitors | hit rate 12% among 420,000 | AID 686979; further: nearly all actives have a fitted effect of over 55% in size
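Cell growth measured by CellTiter-Glo luminescence after a minimum 48 h, 37 C compound exposure with 20 nM CPT in Tdp1-knockout DT40 cells stably expressing hTDP1, seeded 400/well; qHTS titration format.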
An asterisk follows results filed as active; ? = inconclusive; . = no result given; & = joins results of further samples; ! = repeats disagree. The call rests on the fitted dose curve; in most records, active means well fitted curve in the direction sought with a large enough effect; inconclusive means small, poorly fitted or top-dose-only effect, or another doubt; inactive means no such curve, though single readings can be large; an effect the other way counts as inactive or inconclusive. On the % scale 0 is the no-effect control and ±100 the full control effect; potency means the concentration at half of the fitted maximal effect.

SMILES	GCN5L2 inh	FEN1 inhibitor	DT40 TDP1 CPT
CCN1CCN(P2(=O)C=C(c3ccccc3)OC(c3ccccc3)=C2)CC1	2%	1%	-48%
CCCCN(C)C1CCN(C(=S)Nc2cccc(SC)c2)CC1	-1%	16%	-3%
CN(C)c1ccnc(Oc2ccc(F)cc2)c1C#N	-6%	-1%	-11%
Cc1cc(C(F)(F)F)n(-c2nc(C(=O)Nc3cccnc3)cs2)n1	-10%	-1%	?
Cc1cc(=O)n2[nH]cnc2n1	39%	-2%	28%
Cc1cc(C)c(NC(=O)CSCc2c(C)noc2C)c(Cl)c1	-2%	-3%	-18%
Cc1nc2cc(NC(=O)Nc3cccc4ccccc34)ccc2n1C	-3%	3%	13%
CCOC(=O)Cc1csc(NC(=O)c2cccc([N+](=O)[O-])c2)n1	17%	8%	?
COc1cc2[nH]c(=O)n(Cc3ccc(C(=O)NCCCN4CCN(C)CC4)cc3)c(=O)c2cc1OC	-7%	-17%	6%
CCOc1ccc(CCNC(=O)CSc2nnnn2-c2ccccc2Cl)cc1OCC	-7%	5%	.
Cc1ccc(S(=O)(=O)N2CCN(C(=O)Cc3ccccc3)CC2)cc1C	1%	17%	?
CCOC(=O)C1C(=O)CC(C)(O)C(C(=O)OCC)C1c1cccc(OC)c1 (stereo unspecified)	-7%	9%	-12%
CCOC(=O)CSc1nc2sc3c(c2c(=O)n1Cc1ccccc1)CC(C)CC3 (stereo unspecified)	2%	10%	?
COc1ccc(C2=NCCn3nc4cc([N+](=O)[O-])ccc4c32)cc1	-7%	-18%	-20%
Cc1ccc(-c2[nH]c(=O)n3ccncc23)s1	-5%	11%	0%
O=C(O)CCCNC(=O)c1ccccn1	2%	19%	?
COc1ccc(C)cc1Nc1nc(-c2c[nH]c3ccccc23)cs1	-2%	-2%	-9%
CCc1ccc(NC(=O)CSCCO)cc1	-9%	1%	0%
CSCCC(NS(=O)(=O)c1ccc(C)cc1)C(=O)N1CCN(S(=O)(=O)c2ccc(F)cc2)CC1 (stereo unspecified)	-9%	-1%	0%
COC(=O)c1ccccc1NC(=O)c1ccccc1OC	-9%	13%	-8%
COc1ccc(S(=O)(=O)N2CCOCC2)cc1NC(=O)COC(=O)CCOc1ccc(C)cc1	-9%	-11%	6%
CNC(=O)C1CN(C(=O)c2cccc(S(=O)(=O)N3c4ccccc4CC3C)c2)c2ccccc2O1 (stereo unspecified)	3%	-19%	?
COc1ccc(C(=O)/C=C(\C)Nc2ccc(NC(C)=O)cc2)cc1	13%	17%	-22%
O=C(CSc1nnc(COc2cccc3cccnc23)o1)c1ccc(F)cc1	0%	7%	4.1µM*
CN(Cc1ccccc1)S(=O)(=O)c1ccc(NS(C)(=O)=O)cc1	3%	15%	?
CC(C)c1ccc(NC(=O)CCS(=O)(=O)c2cccc3nonc23)cc1	0%&-1%	-2%&-5%	16µM*!
O=C1[C@H]2[C@@H](c3ccc(Cl)cc3)N3C(=O)N(c4cccc(F)c4)C(=O)[C@@]3(Cc3ccc(Cl)cc3)[C@H]2C(=O)N1C1CCCCC1	-10%	-16%	?
CCCCCCCC[n+]1c(C)n(-c2ccccc2)c2ccc(NC(C)=O)cc21	-12%	6%	0.41µM*
Cc1cccc(C)c1OCC(=O)N1CCC(c2nc3ccccc3o2)CC1	-13%	7%	?
CN1C(=O)C(C)(C)c2cc(S(=O)(=O)N3CCCC3C(=O)Nc3ccc(F)cc3)ccc21 (stereo unspecified)	-11%	19%	?
O=S1(=O)CCC(SCc2nc3sccn3c2Br)C1 (stereo unspecified)	-1%	-3%	-17%
N#Cc1ccc(NC(=O)c2cc(-c3cccs3)on2)cc1	0%	-10%	-30%
CCOc1ccc2[nH]c(=O)c(=O)[nH]c2c1	3%	-7%	-5%
O=[N+]([O-])c1cccc(CSc2ncnc3ccccc23)c1	-17%	-2%	-16%
CCS(=O)(=O)N1CCC(N2CCC(C)CC2)CC1	-3%	-9%	-25%
CCN(CC(=O)Nc1ccc(S(=O)(=O)N2CCCC2)cc1)CC(=O)Nc1cccc(OC)c1	-7%	-8%	0%
O=C(/C=C/c1ccccc1Cl)NCCN1CCOCC1	-5%	32%	-1%
O=[N+]([O-])c1ccc(N2CCN(CC(O)COc3ccccc3)CC2)cc1 (stereo unspecified)	2%	8%	21µM*
O=C(Cc1ccc([N+](=O)[O-])cc1)NCC1CCCO1 (stereo unspecified)	-7%	6%	5%
Cc1cc(C)c(S(=O)(=O)N(C)CC(=O)NCc2ccncc2)c(C)c1	-4%	8%	3%
CCOC(=O)C(=CNc1ccc(NC2=NCC(C)S2)cc1)C(=O)OCC (stereo unspecified)	-4%	-10%	9.2µM*
O=C(C1CCCN(S(=O)(=O)c2cccc3nonc23)C1)N1CCN(c2ccccc2)CC1 (stereo unspecified)	-10%	-14%	?
CCc1ccc(Nc2nc(C)cc(C)n2)cc1	4%	2%	?
CCC(Sc1nc2ccccc2c2nc(-c3ccccc3)nn12)C(=O)Nc1cccc(OC)c1 (stereo unspecified)	-4%	4%	?
O=C(NCc1cccnc1)C1CCCCN1S(=O)(=O)c1ccc(F)cc1 (stereo unspecified)	-2%	-2%	-18%
COc1ccc(NC(=O)C2CCCN(S(=O)(=O)c3c(C)n[nH]c3C)C2)cc1OC (stereo unspecified)	-13%&1%	3%&-17%	-11%&-12%
COc1ccccc1CC(=O)NNC(=O)c1ccco1	2%	2%	-3%
O=C(NNC(=O)c1ccccc1-n1cccc1)c1cccc(Cl)c1	-4%	2%	0%
CCN(CC(=O)Nc1ccccc1-c1ccccc1)Cc1nc2ccccc2c(=O)[nH]1	4%	14%	5.8µM*
Cc1ccc(S(=O)(=O)N2C[C@@H]3CCCC[C@@H]3[C@@H](C)[C@H]2CC(=O)c2ccccc2)cc1	-4%	-2%	15µM*
Clc1cccc(CNc2ncnc3nc[nH]c23)c1	.	13%	?
O=C(Cn1nc(C(F)(F)F)c2c1CCCC2)Nc1ccc(Br)cc1	-12%	-17%	?
CN1CCN(C(CNC(=O)C(=O)NC2CCCCC2)c2ccc(F)cc2)CC1 (stereo unspecified)	3%	-8%	9%
COc1ccc2[nH]c(=O)c(CNc3ccc(C)cc3C)cc2c1	-12%	-16%	5.8µM*
CN(CC1CCOCC1)C(=O)CC1C(=O)NCCN1Cc1ccc(-c2ccccc2)cc1 (stereo unspecified)	0%	1%	-26%
Cc1ccc2[nH]c3c(=O)n(Cc4ccco4)cnc3c2c1	0%	5%	6%
CCC(=O)c1ccc(OCC(O)CN2CCN(C(c3ccccc3)c3ccccc3)CC2)cc1 (stereo unspecified)	-7%	-21%	?
COCCCNC(=O)C1CCCN(C(=O)c2cnn(-c3ccc(F)cc3)c2-n2cccc2)C1 (stereo unspecified)	0%	7%	.
O=C(Cc1ccc2c(c1)OCCO2)N1CCN(S(=O)(=O)c2cccs2)CC1	-6%	-2%	3%
CNS(=O)(=O)c1cn(CC(=O)Nc2ccc(OC)c(Cl)c2)cc1S(=O)(=O)NC	-14%	-2%	0%

Five records drawn at random from the list so far, as already listed:
SMILES	GCN5L2 inh	FEN1 inhibitor	DT40 TDP1 CPT
O=C(NNC(=O)c1ccccc1-n1cccc1)c1cccc(Cl)c1	-4%	2%	0%
COc1ccc(NC(=O)C2CCCN(S(=O)(=O)c3c(C)n[nH]c3C)C2)cc1OC (stereo unspecified)	-13%&1%	3%&-17%	-11%&-12%
CCc1ccc(Nc2nc(C)cc(C)n2)cc1	4%	2%	?
CN1CCN(C(CNC(=O)C(=O)NC2CCCCC2)c2ccc(F)cc2)CC1 (stereo unspecified)	3%	-8%	9%
CCC(=O)c1ccc(OCC(O)CN2CCN(C(c3ccccc3)c3ccccc3)CC2)cc1 (stereo unspecified)	-7%	-21%	?

The listing picks up, starting 2 compounds before the break.
SMILES	GCN5L2 inh	FEN1 inhibitor	DT40 TDP1 CPT
O=C(Cc1ccc2c(c1)OCCO2)N1CCN(S(=O)(=O)c2cccs2)CC1	-6%	-2%	3%
CNS(=O)(=O)c1cn(CC(=O)Nc2ccc(OC)c(Cl)c2)cc1S(=O)(=O)NC	-14%	-2%	0%
Cc1c(Cl)cccc1NC(=S)NCCc1ccc(Cl)cc1	-1%	-8%	?
CCOc1ccccc1N1CC(C(=O)Nc2cc(Cl)ccc2C)CC1=O (stereo unspecified)	-4%	0%	3%
COc1ccc(/C=N/NC(=O)c2ccc(Br)o2)cc1Cn1cc([N+](=O)[O-])cn1	-8%	-6%	-1%
CCOCCn1c(SCc2ccc(C)cc2)nc2c1c(=O)[nH]c(=O)n2C	-4%	16%	13µM*
COc1cccc(-n2ccnc2SCC(=O)Nc2cc(C)on2)c1	-2%	-2%	-5%
CCCCCC(C)NC(=O)c1cc(S(=O)(=O)N2CCCCC2)ccc1N1CCOCC1 (stereo unspecified)	3%	-11%	?
O=C(N/N=C/C=C\c1ccccc1[N+](=O)[O-])c1ccccn1	-9%	7%	?
CCOC(=O)CN=C/C(C(C)=O)=C(/C)O	-2%	-11%	2%
N#CCSc1ccccc1NC(=O)COC(=O)Cc1c[nH]c2ccccc12	-7%	-9%	-7%
O=C(CC(NCc1ccccn1)C(=O)O)Nc1ccccc1Cl (stereo unspecified)	-9%	-3%	4%
COc1ccc(/C=C/C(O)=C2/C(=O)NC3(C)CC2c2ccccc2O3)c(OC)c1OC (stereo unspecified)	-17%	-4%	8.2µM*
Cc1[nH][nH]c(=O)c1C(c1ccc(F)cc1)c1c(C)[nH][nH]c1=O	-19%	-18%	-16%
COc1ccccc1NC(=O)c1cc2c(CO)cnc(C)c2oc1=Nc1ccccc1	-3%	-2%	?
CCC(C)NC(=O)C1CCCN(c2nc(C)cc(OC)n2)C1 (stereo unspecified)	0%	-1%	-13%
CCOC(=O)CSc1nc2c(sc3ccccc32)c(=O)n1Cc1ccc(OC)cc1	1%	-7%	-27%
CN(C(=O)C1CCC(=O)N(CCc2ccc(Cl)cc2)C1)C1CCOCC1 (stereo unspecified)	-20%	5%	-5%
CCOc1ccccc1-n1nnnc1SCC(=O)OC	-2%	-10%	0%
O=C(c1ccoc1)N1CCC2(CC1)Oc1ccc(F)cc1C(=O)C21CC(c2cccnc2)=NO1 (stereo unspecified)	-2%	-10%	?
Cc1ccc(NC(=O)c2ccc(CNS(=O)(=O)c3ccc4c(c3)C(C)(C)C(=O)N4C)cc2)cc1F	-16%	10%	16µM*
CCc1cc2c(=O)c(-c3cnn(-c4ccccc4)c3)c(C(F)(F)F)oc2c(CN(C)C)c1O	28%	3%	-7%
COc1ccc(C2NC(c3ccc4c(c3)OCO4)=CC(c3ccccc3O)N2)cc1OC (stereo unspecified)	.	-1%	13µM*
COc1cc(S(=O)(=O)NCCN2CCOCC2)ccc1-n1cnnn1	-6%	18%	-22%
C/C(=N\O)c1oc2ccc3c(C)cc(=O)oc3c2c1C	-21%	0%	-8%
CC(Sc1ccc2c(c1)OCCO2)C(=O)Nc1ncc(Cl)cc1Cl (stereo unspecified)	-12%	10%	?
CNS(=O)(=O)c1cccc(C(=O)NCC(c2cccs2)N2CCOCC2)c1 (stereo unspecified)	0%	1%	-5%
Cc1ccc(CNC(=O)c2cccc(N3CCCS3(=O)=O)c2)cc1	1%	-2%	-25%
Cc1ccc2nc(NC(=O)c3ccccn3)sc2c1	-5%	3%	4.6µM*
CCN1CCCC1=O	2%&-22%	.	15%
COC(=O)c1sc(NC(=O)COc2cccc(C)c2)nc1C	-1%	-5%	7%
O=C(CNC(=O)c1cccc(Br)c1)N/N=C/c1cc(Br)cc(Br)c1O	-15%	-17%	?
N#C/C(=C/c1cccn1-c1cccc(C(=O)O)c1)c1ccc(F)cc1	-22%	15%	5%
COc1ccccc1NC(=O)c1sc2nc3c(cc2c1N)CN(Cc1ccccc1)CC3	-11%	-7%	15µM*
CC(=O)/C(=C\Nc1ccc(OCc2ccccc2)cc1)c1ccccc1	2%	-1%	18µM*
CO/N=C(/CS(=O)Cc1ccc(Cl)cc1)c1ccc(Cl)cc1 (stereo unspecified)	-10%	0%	-8%
Cn1nnnc1NCc1ccc(Cl)cc1	-3%	0%	10%
O=C(NCCCN1CCC(Cc2ccccc2)CC1)C1CCC(=O)N1C1CCCC1 (stereo unspecified)	-4%	-5%	-6%
COC(=O)/C(C#N)=C/N(C)C	-6%	16%	3%

Compound activity as filed in PubChem BioAssay.

This is a subset; rates above refer to the full screens.
